POLK inh – inhibitors of human DNA polymerase kappa; purified Pol kappa, fluorescent DNA synthesis assay, 10 min; Q9UBT6; Potency, µM (series often up to 107 µM), for the others: at the top dose activity, negative = inhibition, actives largely listed as inhibitors; hit rate 0.53% among 400,000; further: potency means the concentration at half of the fitted maximal effect; on the % scale 0 is the no-effect control and ±100 the full control effect
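Pol kappa 10 nM + cpd, 15 min RT; start w/ substrate 50 nM final; fluorescence kinetic read, 0 and 10 min. Neg ctrl: buffer, no enzyme.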
POLB inh – blocks human DNA polymerase beta activity; AID 485314; P06746; hit rate 1.3% among 340,000; Potency, µM (highest dose often 114 µM), without a hit: at the top dose activity change, negative = inhibition, most hits filed as inhibitors; Pol beta primer extension/strand displacement, fluorescence kinetic; further: potency means the concentration at half of the fitted maximal effect; on the % scale 0 is the no-effect control and ±100 the full control effect
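Homogeneous kinetic assay of primer extension and strand displacement by 10 nM Pol beta, preincubated 15 min at room temperature with compound before 50 nM substrate (final) was added. Read at 0 and 10 min; four-parameter Hill fit.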
POLH inh – blocks human DNA polymerase eta activity | Potency, µM (series often up to 114 µM), for the others: at the highest dose activity change, negative = inhibition, most hits filed as inhibitors | hit rate 1.2% among 390,000 | AID 588591 | recombinant Pol eta, fluorescent DNA replication assay; further: potency means the concentration at half of the fitted maximal effect; on the % scale 0 is the no-effect control and ±100 the full control effect
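Pol eta at 10 nM preincubated with compounds 15 min at room temperature; reaction started with fluorescent substrate (50 nM final) and read kinetically at 0 and 10 min.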
ERG Ets-DNA blk – ERG Ets/DNA interaction inhibition; Potency, µM (highest dose often 76.9 µM), inactives show at the highest dose FP activity, negative = inhibition, most hits filed as inhibitors; P11308; fluorescence polarization, His-ERG Ets domain / labelled DNA; AID 624246; hit rate 0.028% among 370,000; active means well fitted inhibition curve with a large enough effect in the polarisation, with a control signal flat; inconclusive means small, poorly fitted or top-dose-only effect, or effect the other way, or a change in a side signal; inactive means no such curve, though single readings can be large or run the other way; the % refers to the polarisation;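 further: polarization taken with two DNA probes labelled with fluorescein and Texas red; potency means the concentration at half of the fitted maximal effect; % of control where 0% means no effect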
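His-tagged ERG Ets domain (1 uM in the protein solution; 300mM KCl, 50mM Tris-HCl, 1mM EDTA, 1mM DTT, pH 7.5) received compound, then a probe mix of 5 nM fluorescein-DNA and 100nM Texas-615-DNA. Fluorescence polarization was read for both dyes.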
LDHA block – inhibitors of human lactate dehydrogenase A | P00338 | AID 1347041 | purified LDHA, NADH/diaphorase-resazurin fluorescence; stronger effect = lower value | hit rate 0.15% among 480,000 | activity change, % (values are at about 110 or 230 µM); in the data active means activity change below about -30%; inconclusive means mostly about -25% to -30%;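 further: plate controls were DMSO wells for no effect and wells without enzyme for full effect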
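Human LDH5 (2 nM) was incubated with 0.06 mM NADH and 0.2 mM pyruvate for 5 min at room temperature in Tris pH 7.4. Remaining NADH was coupled through diaphorase/resazurin, and resorufin fluorescence was read at 0 and 20 min.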
Apoferritin bind – binds horse apoferritin like a general anesthetic; Potency, µM (top dose mostly 77.5 µM), for the others: at the top dose activity change, negative = displacement, usual class: inhibitors; hit rate 0.074% among 350,000; apoferritin/1-aminoanthracene competitive binding, fluorescence; P02791; further: potency means the concentration at half of the fitted maximal effect; on the % scale 0 is the no-effect control and ±100 the full control effect; nearly all actives have a fitted effect of over 20% in size
Target sequence (P02791 2-175 limits assumed): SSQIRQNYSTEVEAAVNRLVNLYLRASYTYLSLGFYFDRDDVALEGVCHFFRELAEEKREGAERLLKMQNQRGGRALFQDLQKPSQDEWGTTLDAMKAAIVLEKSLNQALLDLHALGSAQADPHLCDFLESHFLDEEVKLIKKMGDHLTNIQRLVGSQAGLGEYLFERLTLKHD
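Horse-spleen apoferritin (10 uM) was mixed with 50% saturated 1-aminoanthracene in PBS, exposed to compounds for 10 min at room temperature, and read for fluorescence (ex 380 nm, em 535 nm). Competitive displacement was fitted with a four-parameter Hill equation.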
RGS4 inhibitor – inhibitors of human regulator of G protein signaling 4; P49798; Transcreener GDP fluorescence polarization, RGS4-accelerated GTP hydrolysis; Potency, µM (titrated, usually from 114 µM), for inactives: top-dose activity change, negative = inhibition, most hits filed as inhibitors; hit rate 0.039% among 390,000; further: potency means the concentration at half of the fitted maximal effect; on the % scale 0 is the no-effect control and ±100 the full control effect; nearly all actives have a fitted effect of over 75% in size; some results filed as inactive show a strong effect at the top dose
Target sequence (P49798 whole entry, looked up): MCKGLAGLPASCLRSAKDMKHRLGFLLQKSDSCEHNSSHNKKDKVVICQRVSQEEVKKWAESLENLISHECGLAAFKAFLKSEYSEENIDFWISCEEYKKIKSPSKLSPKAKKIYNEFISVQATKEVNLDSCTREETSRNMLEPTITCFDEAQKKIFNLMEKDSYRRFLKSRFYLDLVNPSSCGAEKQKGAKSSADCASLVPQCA
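MLSMR compounds (23 nl, pin-transferred) preincubated 10 min at room temperature with a 500nM (2x) first reagent, then RGS4 at 900nM (2x) plus Transcreener GDP mix added; fluorescence polarization (620/688 nm) read before and after 90 min at 30 °C.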
12-LOX inh – inhibitors of human 12S-lipoxygenase ALOX12; P18054; purified 12hLO, xylenol orange hydroperoxide absorbance; Potency, µM (series often up to 108 µM), without a hit: at the highest dose activity change, negative = inhibition, actives largely listed as inhibitors; hit rate 1.1% among 580,000; AID 1671190; further: potency means the concentration at half of the fitted maximal effect; on the % scale 0 is the no-effect control and ±100 the full control effect
Target sequence (P18054 whole entry, looked up): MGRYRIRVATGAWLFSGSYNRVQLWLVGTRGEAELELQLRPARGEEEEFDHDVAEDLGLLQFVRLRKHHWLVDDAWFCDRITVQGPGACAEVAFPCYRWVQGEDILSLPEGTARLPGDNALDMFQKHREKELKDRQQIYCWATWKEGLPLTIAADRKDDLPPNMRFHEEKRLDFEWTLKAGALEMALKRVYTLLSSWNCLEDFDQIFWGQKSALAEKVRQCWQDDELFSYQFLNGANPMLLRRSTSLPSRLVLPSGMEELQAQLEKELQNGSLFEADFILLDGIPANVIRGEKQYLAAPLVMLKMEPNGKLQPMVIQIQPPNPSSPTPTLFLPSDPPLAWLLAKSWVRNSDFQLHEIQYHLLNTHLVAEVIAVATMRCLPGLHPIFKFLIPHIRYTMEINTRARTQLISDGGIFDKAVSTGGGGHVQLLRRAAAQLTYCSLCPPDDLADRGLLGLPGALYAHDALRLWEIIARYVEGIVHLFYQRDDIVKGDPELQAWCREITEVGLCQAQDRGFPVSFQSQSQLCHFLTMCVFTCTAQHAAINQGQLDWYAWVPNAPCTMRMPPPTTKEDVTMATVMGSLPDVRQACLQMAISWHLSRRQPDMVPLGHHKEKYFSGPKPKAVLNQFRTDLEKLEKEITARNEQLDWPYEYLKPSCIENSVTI
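Purified human 12hLO (150 nM final) in 25 mM Hepes, 0.01% Triton X-100, pH 7.0 was preincubated 15 min at room temperature with compound. Then 40 uM arachidonic acid was added, 30 min. Hydroperoxide was read by Fe-XO absorbance ratio 573/405 nm.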
APEX1 inh – APE1 (human) endonuclease inhibition. recombinant APE1, TAMRA/BHQ-2 abasic DNA cleavage fluorescence. Potency, µM (series often up to 65.8 µM), for inactives: at the highest dose activity change, negative = inhibition, hits mostly inhibitors. hit rate 0.35% among 350,000. AID 2517;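 further: potency means the concentration at half of the fitted maximal effect; plate controls were vehicle for no effect and reference inhibitor for full effect; nearly all actives have a fitted effect of over 55% in size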
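Enzyme (0.75 nM final) and test compound are incubated 15 min at room temperature before adding 50 nM quenched THF abasic-site duplex. Cleavage dequenches TAMRA, followed at 525/598 nm over three reads one minute apart.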
Active calls of the source: *; ? = inconclusive; · = no result given; & = joins results of further samples; [ ] = remark or other dose. Unless noted, the call rests on the fitted dose curve; in most records, active means well fitted curve in the direction sought with a large enough effect; inconclusive means small, poorly fitted or top-dose-only effect, or another doubt; inactive means no such curve, though single readings can be large; an effect the other way counts as inactive or inconclusive. This is a subset; count on the stated rates, not on these rows.

RGS4 inhibitor,ERG Ets-DNA blk,POLH inh,POLK inh,POLB inh,APEX1 inh,12-LOX inh,LDHA block,Apoferritin bind,smiles
15%,-3%,-10%,-2%,·,-3%,?,-6,·,COc1ccccc1C(=O)COC(=O)c1nc(Cl)ccc1Cl
15%,-10%,-12%,-4%,·,·,?,-7,·,CCOC(=O)C1CCN(CCCSc2ccc(C)cc2)CC1
-12%,1%,-3%,-4%,0%,·,-22%,0,-1%,COc1ccc(CNC(=O)CCc2c(C)c3cc4c(C)coc4c(C)c3oc2=O)cc1OC
21%,4%,-10%,-11%,-15%,1%,0%,4,7%,COc1cc(CC2COC(=O)C2(O)Cc2ccc(O)c(OC)c2)ccc1O (centres undefined)
16%,-12%,1%,-12%,-1%,-2%,4%,12,-6%,O=C(O)c1cc2ccccc2cc1Nc1ccccc1
?,-4%,-4%,-8%,-2%,-6%,-11%,-6,-13%,COc1ccccc1OCC(=O)Nc1ccccc1C(=O)NCc1ccco1
-24%,-5%,-7%,-10%,2%,-2%,-12%,-1,-21%,CC(=C/c1ccccc1)/C=C1/SC(N2CCOCC2)=NC1=O
29%,-9%,-5%,-14%,1%,5%,-8%,-6,-5%,O=C(NCc1ccccc1)c1ccc(F)c(F)c1
-8%,5%,-15%,12%,·,4%,5%,-3,·,O=C(CN1C(=O)c2ccccc2C1=O)OCC(=O)c1ccccc1
5%,-6%,-4%,-8%,11%,1%,13%,-5,-14%,O=C1Nc2ccccc2C12OCCO2
-9%,11%,79µM*,-26%,·,37%,19%,0,·,Nc1ncccc1C(=O)OCC(=O)NC1CCCCCC1
16%,0%,-9%,-13%,11%,17%,3%,-3,-5%,CCc1cc(C(=O)OC)c(NC(=O)CCCC(=O)O)s1
0%,2%,-22%,-1%,-11%,4%,?,-11,?,O=C(CNCc1ccco1)Nc1ccc(N2CCCCCC2)cc1
-53%,2%,-11%,-7%,-1%,2%,0%&-12%,-3&4,-10%,CCCCn1c(-c2ccc(Cl)cc2)nc2c(=O)n(C)c(=O)[nH]c21
29%,3%,-12%,-13%[60.1 µM],-2%,·,-10%,-1,-6%,Oc1c(C(c2ccc(F)cc2)N2CCN(Cc3ccccc3)CC2)sc2nc(-c3ccco3)nn12 (centres undefined)

The list continues.
RGS4 inhibitor,ERG Ets-DNA blk,POLH inh,POLK inh,POLB inh,APEX1 inh,12-LOX inh,LDHA block,Apoferritin bind,smiles
20%,4%,-8%,-11%,-23%,-2%,-5%,-5,?,C/C(=N\O)c1ccc(N2C(=O)C3CC=C(Cl)CC3C2=O)cc1 (centres undefined)
?,-8%,1%,-4%,10%,-4%,·,-7,-20%,CC1(C)CC(=O)C(C(C2=C(O)CC(C)(C)CC2=O)c2cccs2)C(=O)C1 (centres undefined)
0%,·,?,-12%,·,-11%,?,-2,·,Cc1cnc(C(=O)OCC(=O)Nc2sc3c(c2C(N)=O)CCCC3)cn1
18%,?,·,-2%,0%,·,-16%,-7,-20%,CCCN(C(=O)c1nn(-c2ccc(C)cc2)c(=O)c2c1c1ccccc1n2C)c1ccccc1C
-12%,-19%,-14%,-25%,-26%,-2%,?,-11,-5%,CC(=O)N(C(C)=O)c1nc(-c2ccccc2)cn1/N=C/c1cccc([N+](=O)[O-])c1
?,-1%,-12%,-13%,2%,0%,?,-8,-15%,CC(C)c1ccc(/C=C/c2ccc(=O)n(C)n2)cc1
-31%,-2%,-9%,5%[60.1 µM],8%,·,-6%,2,16%,O=C1CC(c2ccccc2)Cc2[nH]c(=O)c(C(=O)Nc3cccc(Cl)c3)cc21 (centres undefined)
·,·,·,-13%[60.1 µM],·,-2%,?,·,-12%,c1cncc(CNc2cc(-c3ccc4c(c3)OCO4)ncn2)c1
0%,-5%,-13%,-5%[60.1 µM],2%,·,-4%,3,-12%,COc1ccc(OC)c(CNS(=O)(=O)c2ccc(-c3coc(C)n3)cc2)c1
-13%,-8%,-14%,-3%,0%,3%,-15%,-2,-15%,Cc1ccccc1C(=O)OC1OC(=O)C(Cl)=C1N1CCOCC1 (centres undefined)
-13%,-13%,-19%,-13%,?,-6%,51%[activator],-1,-8%,COc1ccc(S(=O)(=O)N2CCC(O)(c3ccc(Cl)cc3)CC2)cc1
12%,2%,0%,-15%,-1%,10%,12%,-2,-4%,CNC(=O)c1cnn(-c2nc(-c3ccc(OC)cc3)cs2)c1C(F)(F)F
-22%,-2%,-17%,7%,?,55%[activator],0%,0,-3%,CCCCOc1ccc(NC(=O)Nc2nnc(C)s2)cc1
-17%,-2%,2%,-7%,7%,3%,-2%&-11%,10&0,-19%,O=C(Cn1nc(-c2cccc([N+](=O)[O-])c2)c2ccccc2c1=O)Nc1cccnc1
4%,6%,-18%,-3%,-18%,60%[activator][12.4 µM],-8%,-9,-8%,COc1ccc(CCNC(=O)/C=C/c2ccc3ccccc3n2)cc1OC

Arranged by value in LDHA block (high to low): 3 from the list above.
molecule	LDHA block
Cc1ccccc1C(=O)OC1OC(=O)C(Cl)=C1N1CCOCC1 (centres undefined)	-2
COc1ccc(CCNC(=O)/C=C/c2ccc3ccccc3n2)cc1OC	-9
CC(=O)N(C(C)=O)c1nc(-c2ccccc2)cn1/N=C/c1cccc([N+](=O)[O-])c1	-11

Remaining list, next part
RGS4 inhibitor,ERG Ets-DNA blk,POLH inh,POLK inh,POLB inh,APEX1 inh,12-LOX inh,LDHA block,Apoferritin bind,smiles
3%,-3%,-10%,-15%,7%,-3%,-25%,-13,-11%,O=C(CCCOc1ccccc1)N1CCN(C(=O)c2ccco2)CC1
-10%,-7%,-11%,-5%,13%,0%,?,-6,-8%,O=C1Nc2ccccc2C(O)(C(=O)NCc2ccc3c(c2)OCO3)N1c1ccc(Cl)c(Cl)c1 (centres undefined)
27%,0%,1%,-5%,1%,·,-7%,-7,1%,COc1ccc(CCNC(=O)Cn2c(=O)c3sccc3n(CC(=O)Nc3cccc(C(F)(F)F)c3)c2=O)cc1OC
1%,9%,-1%,-11%,-10%,1%,5%,-6,-14%,C/C(N)=C(/C#N)C(=O)CN1CCCCC1
16%[11.4 µM],10%,-17%,-7%[60.1 µM],13%,8%,-15%,-3,-13%,COc1ccc(CNC(=O)C2CCCN(Cc3nc(-c4cccc(C)c4)oc3C)C2)cc1 (centres undefined)
-11%,6%,-18%,-5%,13%,-4%,24%,-3,-7%,Cc1ccc(CS(=O)(=O)CCC(=O)NC2CC2)cc1
-7%,14%,-7%,-6%,2%,-4%,-29%,1,?,CCc1ccc(-c2nc(CS(=O)CC(=O)NCc3ccccc3)c(C)o2)cc1 (centres undefined)
6%,-8%,-19%,-19%[60.1 µM],-14%,·,-30%,-2,1%,Cc1ccc(C2CCN(C(=O)Nc3ccc(Cl)c(Cl)c3)C2)cc1 (centres undefined)
-4%,6%,-2%,-14%,-1%,1%,18%,-4,-11%,CSc1nc2nc3c(cc2c(=O)n1-c1ccc(C)cc1)COC(C)(C)C3
2%,5%,2%,3%,28%,-4%,0%,-1,-3%,Cc1cccc(NC(=O)C2CC(O)CN2C(=O)OCc2ccccc2)c1 (centres undefined)
6%,8%,-15%,-1%,10%,65%[activator],0%,-7,?,COc1ccc(C2=NS(=O)(=O)N(C)C(C(=O)N3CCCCC3)=C2)cc1OC
-5%,4%,-17%,-2%,·,-6%,45µM*,-4,·,O=C(COC(=O)c1ccc(O)cc1O)c1ccc(Cl)cc1
-7%,-1%,-18%,-1%,3%,1%,-28%,-7,-5%,C=CCN(CC=C)CCCOc1ccc(Br)cc1Cl
-5%,-2%,-11%,5%,8%,-8%,132%[activator],-4,-13%,CCCSc1nc2c(c(=O)n(C)c(=O)n2C)n1Cc1ccc(C)cc1
-3%,-1%,-8%,-5%,23%,·,-2%,-4,-13%,CCc1nnc(SCc2nc(-c3ccc(OC)c(OC)c3)oc2C)c2cc3sc(C)cc3n12

Next records follow.
RGS4 inhibitor,ERG Ets-DNA blk,POLH inh,POLK inh,POLB inh,APEX1 inh,12-LOX inh,LDHA block,Apoferritin bind,smiles
18%,14%,-1%,-10%,·,4%,·,-5,·,O=C(NCC(c1cccs1)N1CCOCC1)c1cn(-c2ccccc2)nc1-c1ccc(Cl)cc1 (centres undefined)
-9%,11%,-20%,2%,46%,12%,-8%,-1,-7%,CCOC(=O)CN1N=C(/C=C/c2ccc(OCC)cc2)CCC1=O
18%,-1%,3%,-14%,11%,·,0%,-5,6%,COc1ccccc1CCNC(=O)c1cc2ccccn2n1
-10%,4%,-19%,-17%,-4%,-2%,·,4,-13%,CC(=O)C1=C(O)C(=O)N(c2cc(C(C)(C)C)on2)C1c1ccc(C(C)C)cc1 (centres undefined)
10%,1%,-9%,-18%,·,5%,-1%,-4,·,O=[N+]([O-])c1ccc(C[n+]2ccccc2)cc1
-52%,-4%,-29%,-11%,8%,-8%,?,0,-1%,COC(=O)C1=C(C)NC(C)=C(C(=O)OC)C1c1ccc(-c2cc(Cl)ccc2Cl)o1
8%,-2%,2%,-20%,46%,-4%,14%,-2,-7%,Cc1cc(C(=O)Nc2nnc(-c3ccccc3)s2)no1

Source: PubChem (National Center for Advancing Translational Sciences (NCATS))
